Source: PubChem BioAssay (Sanford-Burnham Center for Chemical Genomics)
mIAP act = activators of mouse IAP, primary screen, biochemical, luminescence, uHTS; actives 0.24% (n = 330,000); muIAP, CDP-Star luminescence, 30 min; stronger effect = higher value; 1 = vehicle-only enzyme signal, 0 = enzyme-free wells; AID 2805, 2010; activation factor at 10 µM;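 active = activation factor of at least 2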; also: the source names both 10 and 20 µM as test concentration; values of inactives mirror those of a sister screen read the other way
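Assay system: mouse IAP enzyme; Reagent: CDP-Star chemiluminescent phosphatase substrate; Compound: DMSO-dissolved test compounds; Incubation: 30 min, room temperature; Technique: luminescence from enzymatic CDP-Star hydrolysis; Controls: DMSO-only wells and no-enzyme negative control.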
MPTP inh = mitochondrial permeability transition pore inhibitors, primary screen, biochemical, isolated mouse mitochondria, absorbance | inhibition, % at 10 µM | AID 602449, 2012 | Ca2+ swelling absorbance, 30 min | actives 1.4% (n = 360,000);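 active = inhibition of 50% or more, scaled per plate between neutral and stimulator controls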;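 also: 0% = DMSO wells given calcium and 100% = 1 mM EGTA wells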
mIAP inh = inhibitors of mouse IAP, primary screen, biochemical, luminescence, uHTS; AID 2806, 2010; inhibition, % at 10 µM; intestinal alkaline phosphatase [Mus musculus]; actives 0.2% (n = 330,000); purified mouse IAP, CDP-Star luminescence, 30 min;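 active = inhibition of at least 40% at 10 µM in the primary screen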;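 also: plate controls were DMSO with enzyme for no effect and no enzyme wells for full effect; values of inactives mirror those of a sister screen read the other way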
APOBEC3A inh = APOBEC3A ssDNA deaminase inhibitors, primary screen, selectivity assay for APOBEC3G inhibitor project, biochemical, FAM/TAMRA oligo cleavage fluorescence | actives 0.41% (n = 330,000) | inhibition, % at 20 µM | recombinant A3A, FAM/TAMRA ssDNA deamination fluorescence | DNA dC->dU-editing enzyme APOBEC-3A (Homo sapiens), P31941;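 active = at least 40% inhibition at 20 µM here, with at most 30% in a related deaminase screen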;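 also: plate controls were A3A with DMSO for no effect and wells lacking A3A enzyme for full effect; some results filed as inactive read as strong as hits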
ATG4B inhibitor = ATG4B protease inhibitors, primary screen, biochemical, fluorescence, uHTS; Cysteine protease ATG4B (Homo sapiens), Q9Y4P1; inhibition, % at 8.33 µM; ATG4B cleavage of LC3-PLA2, NBD-HPC fluorescence, 1 h; actives 0.51% (n = 340,000); AID 504462, 2011; in the data active = inhibition above about 40%
Target sequence (Q9Y4P1 whole entry, looked up): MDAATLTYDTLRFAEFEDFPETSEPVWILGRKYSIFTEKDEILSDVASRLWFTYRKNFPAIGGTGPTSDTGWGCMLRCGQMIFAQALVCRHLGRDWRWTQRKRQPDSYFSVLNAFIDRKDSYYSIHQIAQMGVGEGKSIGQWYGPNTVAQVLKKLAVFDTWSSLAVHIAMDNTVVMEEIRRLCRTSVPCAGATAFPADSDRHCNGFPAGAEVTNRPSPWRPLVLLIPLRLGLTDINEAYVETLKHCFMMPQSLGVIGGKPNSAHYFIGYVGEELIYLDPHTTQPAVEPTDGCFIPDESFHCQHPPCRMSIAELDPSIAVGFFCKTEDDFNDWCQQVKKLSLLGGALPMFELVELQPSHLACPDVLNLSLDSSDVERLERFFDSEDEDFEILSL
APOBEC3G inh = APOBEC3G DNA deaminase inhibitors, primary screen, biochemical, fluorescence, single-stranded DNA substrate, uHTS; actives 0.28% (n = 330,000); DNA dC->dU-editing enzyme APOBEC-3G (Homo sapiens), Q9HC16; recombinant A3G, ssDNA deamination FAM/TAMRA fluorescence; inhibition, % at 20 µM;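 active = inhibition of at least 40% at 20 µM, with no more than 30% in the related APOBEC3A deaminase screen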;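 also: plate controls were DMSO wells with A3G for no effect and wells lacking A3G enzyme for full effect; some compounds called inactive have numbers as strong as hits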
hIAP activ = human IAP activators, primary screen, biochemical, luminescence, uHTS; Intestinal-type alkaline phosphatase (Homo sapiens), P09923; purified human IAP, CDP-Star luminescence, 30 min; stronger effect = higher value; 1 = vehicle-only enzyme, 0 = enzyme-free background; activation factor at 10 µM; actives 0.16% (n = 330,000);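 active = activation factor of the enzyme at least 2-fold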; also: the source names both 10 and 20 µM as test concentration; values of inactives mirror those of a sister screen read the other way
Target sequence (P09923 whole entry, looked up): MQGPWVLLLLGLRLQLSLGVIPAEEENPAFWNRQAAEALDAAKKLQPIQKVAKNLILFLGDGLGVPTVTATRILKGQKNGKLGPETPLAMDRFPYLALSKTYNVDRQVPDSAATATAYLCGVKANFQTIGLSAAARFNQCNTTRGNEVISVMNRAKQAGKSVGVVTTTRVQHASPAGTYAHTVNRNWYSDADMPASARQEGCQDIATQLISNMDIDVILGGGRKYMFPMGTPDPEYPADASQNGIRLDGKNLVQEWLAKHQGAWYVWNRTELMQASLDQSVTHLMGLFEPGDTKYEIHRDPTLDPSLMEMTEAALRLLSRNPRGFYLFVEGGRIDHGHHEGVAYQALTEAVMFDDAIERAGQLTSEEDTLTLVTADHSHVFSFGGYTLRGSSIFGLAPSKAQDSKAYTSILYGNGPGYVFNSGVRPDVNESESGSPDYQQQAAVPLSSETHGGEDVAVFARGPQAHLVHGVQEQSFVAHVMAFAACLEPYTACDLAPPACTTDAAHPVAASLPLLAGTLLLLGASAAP
MIN6 prolif = inducers of MIN6 beta-cell proliferation, primary screen, ATP luminescence, uHTS | MIN6 cells proliferation, ATPlite luminescence, 48 h; cells starved in 0.2% serum; 100% = growth in 10% serum | proliferation, % at 10 µM | actives 0.29% (n = 330,000) | AID 2380, 2010;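 active = compounds whose signal lies at least 3.5 SD above the mean of all wells on their plate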;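 also: 0% = DMSO-treated cells in low-serum medium and 100% = 10% serum control; some compounds called inactive have numbers as strong as hits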
hIAP block = human IAP inhibitors, primary screen, biochemical, luminescence, uHTS; inhibition, % at 10 µM; AID 2544, 2010; actives 0.12% (n = 330,000); purified IAP, CDP-Star luminescence, 30 min;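 active = inhibition reaching a set limit with compound at 10 µM in the primary screen, cut at about 35% in these data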;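 also: plate controls were DMSO wells with enzyme for no effect and no-enzyme buffer wells for full effect; values of inactives mirror those of a sister screen read the other way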
* marks the source's active call; other numbers are inactive results. No enrichment for hits. About 3.3% of those tested had a hit in this group.

SMILES	mIAP act	MPTP inh	mIAP inh	APOBEC3A inh	ATG4B inhibitor	APOBEC3G inh	hIAP activ	MIN6 prolif	hIAP block
CC(=O)OC1COC(n2ccc3cc([N+](=O)[O-])ccc32)C(OC(C)=O)C1OC(C)=O (stereo not drawn)	0.981	-1.2	1.9	-1.4	-3.3	-6.4	1.02	3.9	-2.0
O=C(NNC(=O)c1cc(-c2ccccc2)nn1-c1ccccc1)c1ccccc1	1	1.2	0.0	-3.9	33.4	-7.7	1.52	0.0	-51.8
CSc1nc2nc3c(cn2n1)C(=O)CC(c1ccccc1)C3 (stereo not drawn)	1.06	-2.0	-6.1	-9.6	-5.3	-12.1	1.09	-3.6	-9.4
CC(=O)Nc1ccc(-c2csc(NC(=O)CCNC(=O)c3ccco3)n2)cc1	1.08	-0.9	-8.4	-1.7	-3.7	-4.5	1.12	-4.3	-12.4
Cc1ccc(NC(=O)Cn2nc(C(F)(F)F)c3c2CCC3)cc1	1.03	0.2	-3.1	-2.3	2.9	-4.8	0.974	-2.7	2.6
COCCCN1C(=O)C(=O)/C(=C(/O)c2ccc(OC(C)C)cc2)C1c1cccnc1 (stereo not drawn)	1.01	5.4	-1.4	-19.4	2.5	-6.4	1.11	0.6	-10.6
COc1ccccc1CN(C)C(=O)C(NC(=O)Cc1cccc2ccccc12)C(C)C (stereo not drawn)	0.992	0.0	0.8	18.6	-6.5	-8.0	0.821	-4.6	17.9
CCCCNC(=O)C1CC(c2c(Cl)cccc2Cl)=NO1 (stereo not drawn)	0.977	0.9	2.3	-2.8	0.3	-9.5	0.99	-1.6	1.0
C=CCOc1ccc(Cl)cc1C(=O)O	0.986	-1.0	1.4	-0.1	-1.6	3.1	0.713	-1.6	28.7
Cn1c(CNc2cccc(C(F)(F)F)c2)n[nH]c1=S	0.914	-0.2	8.6	-4.3	-9.6	16.5	0.934	-2.2	6.6
O=[N+]([O-])c1ccc(Cl)cc1N1CCCCC1	0.829	-0.2	17.1	-0.6	1.6	-9.2	1.03	-0.9	-3.2
COc1ccc(N(CC(=O)Nc2cccc(SC)c2)S(C)(=O)=O)cc1Cl	1.2	-12.3	-19.5	-3.5	-15.9	-5.2	0.967	-4.5	3.3
C=CCn1c(CC(=O)OC)csc1=Nc1ccc(C(C)=O)cc1	0.981	-0.2	1.9	-3.8	-9.6	-0.2	0.934	-2.9	6.6
NCC(=O)NCC(=O)OCc1ccccc1	1.06	1.4	-6.0	-1.9	-4.1	-7.0	0.977	-1.3	2.3
CC1CCCCN1CCNC(=O)c1ccc2c(=O)n(Cc3ccc(Cl)cc3)c(=S)[nH]c2c1 (stereo not drawn)	0.997	16.3	0.3	-6.3	-2.1	-7.2	1.1	-3.9	-10.2
COc1cccc(/C=N/Nc2nnc(C)n2N)c1OCc1ccccc1Cl	1.07	-4.2	-6.6	0.7	1.5	0.6	1.02	0.0	-2.0
COC(=O)c1sc(S(=O)(=O)NC(Cc2ccccc2)C(=O)O)c(C(=O)OC)c1C (stereo not drawn)	0.944	-1.8	5.6	3.5	-28.4	2.5	0.941	6.1	5.9
CSc1nc(C)c2c(n1)N(c1cccc(C)c1)CC2	0.967	-0.7	3.3	-2.6	8.8	-4.3	1.06	-0.6	-6.3
COc1ccc(-n2c(C)cc(-c3cn4cccc(C)c4n3)c2C)cc1	0.891	-1.3	10.9	-0.1	-0.7	-3.1	0.899	-6.6	10.1
C#CCSc1nccc(-c2nn(-c3ccc(C)cc3)ccc2=O)n1	0.983	0.7	1.7	1.7	13.5	0.6	1.04	1.8	-4.2

The closing three entries of the part above open the next one.
SMILES	mIAP act	MPTP inh	mIAP inh	APOBEC3A inh	ATG4B inhibitor	APOBEC3G inh	hIAP activ	MIN6 prolif	hIAP block
CSc1nc(C)c2c(n1)N(c1cccc(C)c1)CC2	0.967	-0.7	3.3	-2.6	8.8	-4.3	1.06	-0.6	-6.3
COc1ccc(-n2c(C)cc(-c3cn4cccc(C)c4n3)c2C)cc1	0.891	-1.3	10.9	-0.1	-0.7	-3.1	0.899	-6.6	10.1
C#CCSc1nccc(-c2nn(-c3ccc(C)cc3)ccc2=O)n1	0.983	0.7	1.7	1.7	13.5	0.6	1.04	1.8	-4.2
Cc1cc(=O)oc(C)c1C(=O)NCCC(C)C	1	-1.5	-0.2	-2.6	10.5	-4.3	1.04	-0.7	-3.8
CN(CC(=O)Nc1c(Cl)cccc1Cl)C(=O)c1cc2ccccc2cc1O	0.997	-1.8	0.3	-4.9	-0.2	-3.0	1.21	-2.3	-20.7
O=C(Nc1ccccc1C(F)(F)F)c1ccsc1	1.04	0.3	-4.2	-1.8	-1.8	-6.3	0.963	0.0	3.7
CCC(C)(C)n1nnnc1C(c1ccncc1)N1CCC(Cc2ccccc2)CC1 (stereo not drawn)	0.991	0.3	0.9	-3.1	1.1	-3.3	1.15	-3.8	-15.1
Cc1cc(C)c(C)c(S(=O)(=O)Nc2ccc(C(=O)N3CCCC3)cc2)c1C	0.955	-0.4	4.5	2.0	-5.9	-7.5	0.958	1.4	4.2
C[C@H]1O[C@@H](O[C@H]2CC[C@@]3(C)C(CC[C@]4(C)C3C=CC3=C5CC(C)(C)CC[C@]5(CO)[C@H](O)C[C@]34C)[C@]2(C)CO)[C@H](O)[C@@H](O[C@@H]2O[C@H](CO)[C@@H](O)[C@H](O)[C@H]2O)[C@H]1O (stereo partly drawn)	1.03	-4.3	-2.6	-4.5	-25.3	-9.2	1.04	-1.5	-4.1
O=C(CCc1ccccc1)NC1CCCc2ccccc21 (stereo not drawn)	1	-0.8	-0.1	-0.2	-2.5	-13.1	0.984	-1.8	1.6
COc1ccccc1OCC(=O)NCCNC(=O)COc1ccccc1OC	0.96	-0.9	4.0	1.9	-3.4	-4.1	1.17	-0.1	-16.8
COCCn1nnnc1C(c1ccc(O)c(OC)c1)N1CCc2ccccc2C1 (stereo not drawn)	1.12	-1.5	-11.6	-6.0	-2.3	6.8	0.949	-1.3	5.0
OCCC1CN(Cc2cccn2-c2ncccn2)CCN1CCc1ccccc1 (stereo not drawn)	0.946	-1.0	5.4	1.4	-6.3	-3.2	0.954	-0.9	4.6
CCOc1ccc(S(=O)(=O)NC(C)C(=O)NC2CCCC2)cc1 (stereo not drawn)	0.983	3.0	1.7	-3.7	4.4	-4.8	0.926	-3.0	7.4
CCOC(=O)C1=C(COC(=O)c2cc(OC)c(OC)c(OC)c2)NC(=O)NC1C (stereo not drawn)	0.976	0.2	2.4	0.4	-3.0	-5.1	0.895	0.6	10.5
COC(=O)COc1ccc(C2Nc3c(Cl)ccc(C(=O)O)c3C3C=CCC32)cc1 (stereo not drawn)	0.898	-1.8	10.2	50.3	-0.9	33.8	0.999	-1.0	0.1
Cc1ccc(-c2c[n+](=O)c3c(n2[O-])CCC3)cc1	0.999	0.3	0.1	-3.7	-2.3	-5.0	1.02	-0.5	-2.5
Cc1cc(=O)[nH]c2c1c(-c1ccccc1)nn2C	0.971	1.9	2.9	-1.0	-6.1	-3.1	1.03	-3.1	-3.5
O=C(NC(=S)NCCN1CCOCC1)c1ccccc1Br	0.948	-0.2	5.2	0.5	-2.8	-10.5	1.02	3.2	-1.9
COc1cc(/C=N/N2CCN(c3ccc(Cl)cc3)CC2)cc(OC)c1OC(C)=O	0.983	0.3	1.7	-0.5	2.4	-6.1	1.11	2.4	-11.4
O=C(CCC(=O)NNC(=O)c1ccc([N+](=O)[O-])cc1)NCc1ccccc1	0.948	-0.1	5.2	1.2	-2.6	1.0	0.848	1.1	15.2
S=C(NCCc1ccncc1)Nc1ccccc1	0.996	-0.3	0.4	-3.6	2.0	-5.5	1.09	-2.4	-9.4
CCCc1[nH]nc2c1C(c1ccc(Br)s1)C(C#N)=C(N)O2 (stereo not drawn)	0.908	3.3	9.2	-0.4	-2.4	-6.0	0.971	-3.7	2.9
O=C(CSc1nnnn1-c1ccccc1)NCc1ccco1	0.952	0.0	4.8	-3.2	-8.6	-9.9	1.16	-2.8	-16.1
Cc1ccc2cccc(NC(=S)NC(=O)c3ccccc3)c2n1	0.664	-0.6	33.6	-3.3	-7.8	-1.9	0.988	-4.7	1.2
CO/N=C/C(=N\Nc1ccc(C)cc1)C(=O)c1ccc(OC)cc1	0.899	8.8	10.1	-0.8	-8.3	-3.5	0.986	-5.3	1.4
c1ccc(-c2cccs2)nc1	0.907	3.3	9.3	-0.3	-8.7	-2.2	0.932	-1.6	6.8
O=S(=O)(NCC1CCN(S(=O)(=O)c2ccccc2)CC1)c1ccccc1	0.983	0.6	1.7	1.3	0.7	1.5	1.07	-3.6	-7.1
O=C(NCCc1ccccc1)c1c(F)cccc1F	1.04	-0.5	-4.1	-2.1	-1.1	-2.9	0.926	-0.1	7.4
CCCCOc1ccc(/C=C(\C(=O)O)c2ccc(S(=O)(=O)N3CCCC3)s2)cc1	0.966	-0.1	3.4	-3.5	-3.0	-8.8	1.14	-3.7	-13.5
CC1CCCN(C(=O)CSc2nnc(-c3ccc(O)cc3)o2)C1 (stereo not drawn)	0.899	-0.5	10.1	-2.0	-6.4	-7.5	0.987	0.0	1.3
CC(C)CCOC(=O)C[N+](C)(C)CCOC1CC2CCC1(C)C2(C)C (stereo not drawn)	1.09	3.5	-9.5	-4.1	5.0	-18.2	0.879	-6.3	12.1
CCN(CC)S(=O)(=O)c1cccc(-c2nnc(SCc3nc4ccccc4s3)o2)c1	0.946	0.8	5.4	-0.2	-6.8	-5.3	1.33	-0.1	-33.1
CNC(=O)c1ccsc1NC(=O)CCS(=O)(=O)c1ccc(F)cc1	0.954	0.6	4.6	2.7	-4.7	-2.8	1.07	-4.8	-6.9
Cc1cc(/C=N/Nc2ccc([N+](=O)[O-])cn2)c(C)n1-c1cccc(C(=O)O)c1	0.745	3.4	25.5	33.9	5.8	8.4	0.7	-0.1	30.0
COc1cccc(CN(C)S(=O)(=O)c2cccs2)c1	0.913	1.5	8.7	0.7	-11.7	-2.7	1.01	-3.8	-1.2
CCOc1ccc(N(CC(=O)Nc2cc(C)ccc2C)S(=O)(=O)c2c(C)[nH]c(=O)[nH]c2=O)cc1	0.971	-0.2	2.9	0.8	-2.1	-3.9	0.86	7.5	14.0
COC(=O)C(C)Oc1ccc2c3c(c(=O)oc2c1)CCCCC3 (stereo not drawn)	0.951	0.6	4.8	-4.3	1.1	-6.2	0.883	-3.9	11.7
COc1cc(C(=O)NC(=S)Nc2ccccc2N2CCCC2)cc(OC)c1OC	0.836	1.2	16.4	-10.1	-3.8	-9.1	0.867	-6.7	13.3
